Bioassay records from PubChem BioAssay.
MgcRacGAP inhibition – MgcRacGAP GTPase-activating activity inhibitors, confirmation, biochemical, ADP Hunter fluorescence. AID 624330. MgcRacGAP-stimulated Rac1 GTP hydrolysis, ADP Hunter fluorescence; higher % means a stronger effect; GST-tagged Rac1 F28L mutant substrate. 0.6% of 340,000 active. inhibition, % at 30 µM; hits with a dose series show IC50 in µM;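 active means first-screen hits whose inhibition reached a set limit at any dose in the follow-up dose series; inconclusive means inhibition above the set first-screen limit but never retested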;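 further: fluorescence reports GDP produced by GAP-driven GTP hydrolysis; strong numbers were not always called active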
Large T inhibition – TAg ATPase/helicase activity blockers – biochemical (AID 1903) | SV40 large T antigen ATPase/helicase inhibition assay; higher % means a stronger effect | inhibition, % at 20 µM, or IC50 in µM where a hit was titrated | 0.39% of 310,000 active; in the data active means a potency from the dose series; inconclusive means inhibition mostly from about 32% at the one dose, without a potency; inactive means the rest, 99 in 100 with inhibition below about 32%; further: strong numbers were not always called active
SIAH1 antagonists – Siah-1 peptide-binding antagonists, primary screen, biochemical, fluorescence polarization, rhodamine-plectin, uHTS (AID 1817). Siah-1 / rhodamine-plectin peptide fluorescence polarization; higher % means a stronger effect. 0.02% of 290,000 active. one-dose displacement, % at 20 µM; IC50 in µM for titrated hits;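 active means displacement of at least 50% at 20 µM, with a fluorescence ratio check between 0.3 and a set limit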;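 further: plate controls were Siah plus tracer with DMSO for no effect and tracer alone without Siah for full effect; strong numbers were not always called active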
NS5 inhibitors – Dengue-2 NS5 methyltransferase inhibitors, primary screen, biochemical, confirmation dose response (AID 588689); Dengue-2 NS5 methyltransferase capping enzyme assay, biochemical; higher % means a stronger effect; inhibition, % at 25 µM, or IC50 in µM where a hit was titrated; 0.3% of 340,000 active; in the data active means a potency from the dose series; inconclusive means inhibition above about 29% without an active follow-up result
UTI89 phage lysis – inhibition of K1F phage lysis, E. coli UTI89, bacterial capsule biogenesis inhibitors, alamar blue (AID 488966); E. coli UTI89 K1F phage lysis, alamar blue, 2 h; higher % means a stronger effect; inhibition, % at 100 µM; hits with a dose series show IC50 in µM; 0.02% of 340,000 active;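 active means phage lysis inhibition, versus mean bacterial control, above a set limit; inconclusive means no clear call, values can overlap the other calls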;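 further: capsule biogenesis inhibitors block K1F phage lysis so surviving cells raise fluorescence; higher fluorescence means more inhibition of phage lysis; actives were called in the ten point dose series up to 300 µM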
RSV antiviral HEp-2 – inhibition of RSV-induced cytopathic effect – HEp-2 cells, primary 10 µM value included (AID 2391); 0.13% of 310,000 active; HEp-2 cells, RSV-induced CPE inhibition; higher % means a stronger effect; CPE inhibition, % at 10 µM, or IC50 in µM where a hit was titrated; in the data active means a potency from the dose series; inconclusive means CPE inhibition mostly from about 23% at the one dose, without a potency; inactive means the rest, 99 in 100 with CPE inhibition below about 21%; further: strong numbers were not always called active
AID2073 – disruptors of CaV2.2 binding to Mint1 – biochemical, HTRF (AID 2073); HTRF protein-protein interaction, Mint1-CaV2.2; higher % means a stronger effect; 0.19% of 290,000 active; inhibition, % at 20 µM; hits with a dose series show IC50 in µM; in the data active means inhibition mostly above about 51%, no sharp cut-off; inconclusive means no clear call, values can overlap the other calls; inactive means mostly below about 53%; further: some results filed as inactive read as strong as hits
West Nile virus CPE – West Nile virus antiviral activity, cell-based, CPE readout (AID 1621); one-dose CPE inhibition, % at 10 µM; IC50 in µM for titrated hits; West Nile virus-infected cells, CPE inhibition; higher % means a stronger effect; 0.02% of 290,000 active; in the data active means a potency from the dose series; inconclusive means CPE inhibition mostly from about 3.7% at the one dose, without a potency; inactive means the rest, 99 in 100 with CPE inhibition below about 2.2%; further: strong numbers were not always called active
NTR1 ag – agonists of NTR1, primary screen, imaging, U2OS cells, beta-arrestin-GFP, high content (AID 493036) | P30989 | NTR1-U2OS beta-arrestin-GFP spot imaging, agonist mode | activation, % at 20 µM | 0.17% of 330,000 active;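 active means activation at or above 40% of the spot to cytoplasm intensity ratio, with at least 20 cells analyzed; inconclusive means wells under 20 cells, flagged as cytotoxic or low count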;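 further: 0% = DMSO without peptide and 100% = 100 nM NTR1 peptide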
Target sequence (P30989 whole entry, looked up): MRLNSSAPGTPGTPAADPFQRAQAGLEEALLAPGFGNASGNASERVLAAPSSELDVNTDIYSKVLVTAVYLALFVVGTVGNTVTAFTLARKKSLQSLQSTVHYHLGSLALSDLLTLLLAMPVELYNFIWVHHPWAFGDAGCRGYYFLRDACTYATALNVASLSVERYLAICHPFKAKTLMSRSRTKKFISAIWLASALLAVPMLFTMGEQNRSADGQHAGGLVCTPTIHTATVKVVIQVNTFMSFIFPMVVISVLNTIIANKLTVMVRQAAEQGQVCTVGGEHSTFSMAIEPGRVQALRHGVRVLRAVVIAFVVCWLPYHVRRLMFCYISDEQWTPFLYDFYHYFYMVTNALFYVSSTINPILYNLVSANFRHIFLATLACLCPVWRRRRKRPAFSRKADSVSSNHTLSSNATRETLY
NTR1 ag cell count 20 µM – second read-out of NTR1 ag, no call of its own (marks repeat the call); cell count; measured here: cell count, cytotoxicity flag
NS5 inhibitors pilot replicate – also measured in NS5 inhibitors; calls as there; inhibition, %; measured here: pilot screen replicate inhibition
* hit, by the source's call; ? = inconclusive; . = no result given; [ ] = another dose, or the depositor's remark.

SMILES | MgcRacGAP inhibition | Large T inhibition | SIAH1 antagonists | NS5 inhibitors | UTI89 phage lysis | RSV antiviral HEp-2 | AID2073 | West Nile virus CPE | NTR1 ag | NTR1 ag cell count 20 µM | others
CN(CC(=O)NC1(C)CCS(=O)(=O)C1)S(=O)(=O)c1ccc(Cl)cc1 (stereo unspecified) | 4% | 10% | . | -1% | 1.0%[50 µM] | -1.2% | . | . | 0.1 | 64
Cc1cccc(C)c1Nc1nnc(SCC(=O)NCc2ccco2)s1 | 7% | 5% | -5% | -4% | 0.0% | 3.2% | 6% | 0.4% | 1.3 | 54
O=C(COc1ccc(Cl)cc1)NCc1nnc(SCC(=O)Nc2ccc3c(c2)OCCO3)o1 | 7% | 20% | 4% | -4% | 2.0% | 1.9% | 3% | 0.0% | -5.3 | 79
CC(C)=C(NC(=O)c1ccccc1)C(=O)Nc1cccc(C(=O)O)c1 | -6% | 22% | 7% | -8% | 0.4% | 0.8% | 19% | 0.2% | 1.5 | 48
Cc1cccc2cc(CN(CCN3CCOCC3)C(=O)NCc3ccccc3)c(=O)[nH]c12 | 2% | 0% | 6% | 4% | 0.2% | 0.2% | -3% | 0.1% | -1.1 | 40
Cc1ccccc1NC(=O)Nc1cc(-c2ccccc2)nn1C | 10% | 16% | -4% | -1% | 0.9% | 1.6% | 2% | -0.1% | -0.2 | 57
COc1ccc(S(=O)(=O)CCC(=O)NCCc2ccc(S(N)(=O)=O)cc2)cc1 | 0% | 2% | 0% | -7% | 0.2% | 1.1% | -6% | 0.2% | -0.3 | 49
COc1cccc(CCC(=O)Nc2cccc(S(=O)(=O)N3CCCC3)c2)c1OC | -1% | . | . | 1% | 2.7%[50 µM] | 2.9% | . | . | 1.4 | 63
CCN1C(=O)N[C@@H](c2cccc(C(F)(F)F)c2)C(C(C)=O)=C1C | 6% | 15% | . | -1% | 0.4% | 3.2% | . | -0.1% | -3.5 | 96
S=C(NCCN1CCCCC1)Nc1ccccc1 | 1% | 9% | 2% | -5% | 0.3% | -0.1% | -13% | -0.5% | -1.4 | 88
COc1ccc(CC(NC(C)=O)C(=O)NC2CCN(C(=O)c3ccncc3)CC2)cc1OC (stereo unspecified) | 7% | 11% | 3% | -3% | 0.4% | 1.1% | 5% | 0.2% | 39 | 48
C/C(=C/c1ccccc1)C(=O)N1CCN(c2ccccc2F)CC1 | 5% | 10% | 0% | 10% | -1.9% | 1.4% | -1% | 0.2% | 1.2 | 59
S=C(Nc1ccc2nccnc2c1)N1CCCC1 | -2% | 12% | 3% | -5% | 0.6% | 1.9% | 32% | 0.3% | -0.8 | 35
O=C(NCc1ccccn1)Nc1ccc(F)cc1F | 6% | -5% | 3% | 2% | 0.0% | -1.8% | -3% | -0.6% | 1.3 | 88
CN(C)c1ccc(C(=S)N2CCCCCC2)cc1 | 12% | 9% | 0% | 1% | 0.2% | -0.1% | -8% | -0.2% | -2.4 | 109
Cc1cc(O)c(C(C)C)cc1NC(=O)Cn1nc(C)c2ccccc2c1=O | 8% | 13% | -3% | -5% | 0.1% | -0.5% | -5% | 0.1% | 0.9 | 75
N#Cc1cccc(S(=O)(=O)NCC(=O)OCC(=O)c2ccc[nH]2)c1 | -3% | 14% | 2% | 0% | 0.5% | 1.0% | 29% | -0.4% | 0.0 | 49
Cc1ccc(S(=O)(=O)N2CCC(C(=O)OC(C)C(=O)N3CCOCC3)CC2)cc1 (stereo unspecified) | 4% | 7% | . | 0% | 1.6%[50 µM] | -1.4% | . | . | -0.5 | 58
CCOc1ccccc1NC(=O)NC1CCCc2ccccc21 (stereo unspecified) | 5% | 11% | 0% | -7% | 2.7%[50 µM] | 4.6% | 2% | -1.5% | 1.4 | 52
COc1ccc(-c2nc3ccccc3c(=O)n2CCc2ccc(O)cc2)cc1 | 18% | 21% | 0% | 0% | 0.2% | 2.8% | 2% | 0.3% | -0.8 | 46
COc1ccc(N=CC2=C(O)CC(c3ccccc3)CC2=O)c(OC)c1 (stereo unspecified) | 8% | 13% | 4% | -4% | 8.7% | 3.1% | 8% | -1.2% | 0.8 | 59
O=C(Nc1ccc(N2CCN(C(=O)c3ccco3)CC2)cc1)c1ccccc1 | 17% | -2% | 0% | 1% | -7.5% | 2.5% | 29% | -0.8% | -0.8 | 57
O=C(N/N=C1\CCCCc2ccccc21)c1ccccn1 | 3% | -8% | -1% | -7% | -1.0% | -0.3% | 5% | -0.9% | -0.4 | 23
CCc1nnc(NC(=O)c2cccc(S(=O)(=O)N3CCCC3)c2)s1 | 8% | 9% | 5% | -2% | 0.1% | 2.2% | 5% | -0.5% | -0.9 | 54
COc1ccc(NC(=O)Nc2ccccc2F)c([N+](=O)[O-])c1 | -3% | 0% | -3% | 4% | -0.1% | 1.8% | -3% | 0.1% | -0.1 | 79
CC(OC(=O)c1ccccc1NS(=O)(=O)c1cccc(N)c1)C(=O)N(C)Cc1ccccc1 (stereo unspecified) | 5% | 0% | 8% | 4% | 1.0%[50 µM] | 3.6% | 3% | -1.8% | 0.2 | 60
O=S1(=O)C[C@@H](O)[C@@H](Nc2ccccc2)C1 | . | 14% | 14% | . | . | -0.3% | 1% | 0.8% | -0.6 | 61
CC(C)N(C(=O)Cn1cc(SCC(=O)NCc2ccco2)c2ccccc21)C(C)C | 5% | 4% | 2% | 1% | 0.2% | 0.1% | -13% | -1.8% | -1.7 | 55
O=C(O)C1CCCCC1C(=O)NCCc1ccc(F)cc1 (stereo unspecified) | 8% | . | -1% | 2% | 0.1% | 1.6% | 8% | 0.1% | 6.2 | 22
COc1ccc(S(=O)(=O)Nc2cccc(-n3cnnn3)c2)cc1 | 7% | 11% | -1% | 1% | 0.4% | 1.0% | 8% | 0.1% | 0.1 | 62
COc1ccccc1N(CC(=O)NC(C)(C)C)C(=O)c1ccc(Cl)nc1 | 6% | 18% | 0% | -8% | 0.4% | 2.1% | -1% | 0.3% | -0.9 | 62
c1csc(CNc2ncnc3nc[nH]c23)c1 | 17% | 1% | -1% | -1% | 0.3% | 0.7% | 0% | 0.1% | -3.2 | 60
Cc1cnc(=O)[nH]c1SCC(=O)Nc1nccs1 | 6% | 11% | . | -4% | 0.8%[50 µM] | 1.4% | . | . | 1.2 | 61
O=C(/C=C/c1ccc2c(c1)OCO2)N1CCOCC1 | 3% | 14% | 2% | -2% | -0.3% | 1.5% | -8% | 1.3% | 0.3 | 89
O=C(c1ccc2nccnc2c1)N1CCN(Cc2ccc3c(c2)OCO3)CC1 | -8% | 7% | 3% | -7% | 0.7% | 1.3% | 1% | 0.2% | 3.6 | 57
CC(C)COP(=O)(OCC(C)C)C(O)c1ccccc1F (stereo unspecified) | 13% | 7% | 0% | -4% | 1.3% | -0.2% | 11% | -0.1% | -0.2 | 41
O=C(O)/C=C/C(=O)Nc1ccc(OCc2ccccc2)cc1 | 12% | 22% | -1% | 1% | -1.6% | 2.7% | 29% | 0.3% | 2.4 | 66
CC(=O)N1CN(C2CCS(=O)(=O)C2)Cc2c1sc1c2CCCC1 (stereo unspecified) | 1% | 0% | 0% | 2% | 0.2% | 0.4% | -1% | 0.0% | 0.3 | 46
N#Cc1nc(/C=C/c2ccccc2)oc1NCCCN1CCOCC1 | 13% | 19% | 6% | -2% | 0.8% | 1.1% | ? | -0.4% | -0.5 | 51
CC[C@@]1(C(=O)OC)N[C@H](CN(C)C(=O)Nc2ccc(F)cc2)[C@@H]2C(=O)N(C)C(=O)[C@@H]21 | 6% | . | . | 6% | 1.1% | . | . | . | -4.4 | 16 | NS5 inhibitors pilot replicate=-3.9
O=C(NN1CCOCC1)c1ccc([N+](=O)[O-])cc1 | 6% | 9% | 14% | -7% | 0.1% | 1.3% | 1% | -0.6% | 0.0 | 66 | NS5 inhibitors pilot replicate=0.6
Cc1ccccc1-n1c(SCC(=O)c2c(N)n(C)c(=O)n(C)c2=O)nnc1-c1cccnc1 | 10% | 9% | -2% | 15% | -0.1% | 1.5% | 4% | 1.6% | 0.1 | 79
O=C(O)c1cc2n(n1)C(C(F)(F)F)CC(c1ccccc1)N2 (stereo unspecified) | 2% | 7% | -2% | -1% | 3.9% | 2.4% | 1% | 0.4% | -2.6 | 34
CCOC(=O)c1nc2sc3c(c2c(=O)[nH]1)CCC(C)C3 (stereo unspecified) | 8% | 22% | -4% | -3% | 0.0% | 0.2% | 17% | 0.0% | 1.4 | 52
CCN(CC)c1ccc2c(cc1=O)[C@@H](NC)CCc1cc(OC)c(OC)c(OC)c1-2 | -8% | -10% | -6% | -1% | -0.1% | 0.5% | 5% | -2.0% | 8.9 | 84
COc1cccc(C2C(C(=O)c3ccc(C)o3)=C(O)C(=O)N2c2cc(C)on2)c1 (stereo unspecified) | 10% | 10% | 4% | -2% | 0.6% | 1.7% | 24% | 0.3% | -0.3 | 41
COC(=O)/C=C1/SC(=Nc2ccc(Cl)c(Cl)c2)NC1=O | . | 6% | 6% | . | . | 1.2% | 8% | 0.0% | 0.2 | 51
O=C(C[n+]1cc(-c2ccc(Cl)c(Cl)c2)n2c1CCC2)c1cccs1 | 10% | 6% | 12% | 6% | 0.9% | -0.6% | 4% | 1.3% | -0.2 | 55
O=C(CSc1nnc(-c2csc3c2CCCC3)o1)Nc1ccccc1 | 8% | 4% | -3% | -5% | 4.3% | 20% | 1% | -0.4% | -2.7 | 55
CCn1c2ccccc2c2cc(NC(=O)Cc3ccc(S(=O)(=O)N4CCOCC4)s3)ccc21 | 1% | 1% | -2% | 1% | -0.1% | ? | 12% | 0.2% | 0.2 | 83
CC1CCCCC1NC(=O)c1nnc(Cc2ccc(Cl)cc2)o1 (stereo unspecified) | -4% | 8% | 10% | -2% | -1.3% | 1.0% | -2% | . | 2.1 | 52
CCOC(=O)CSc1ccc(S(=O)(=O)N2CCC(C)CC2)cc1[N+](=O)[O-] | 9% | 10% | -3% | -1% | 0.1% | 1.9% | 18% | 0.0% | 0.4 | 71

In the list so far, 2 contain a cyano group:
SMILES | MgcRacGAP inhibition | Large T inhibition | SIAH1 antagonists | NS5 inhibitors | UTI89 phage lysis | RSV antiviral HEp-2 | AID2073 | West Nile virus CPE | NTR1 ag | NTR1 ag cell count 20 µM | others
N#Cc1cccc(S(=O)(=O)NCC(=O)OCC(=O)c2ccc[nH]2)c1 | -3% | 14% | 2% | 0% | 0.5% | 1.0% | 29% | -0.4% | 0.0 | 49
N#Cc1nc(/C=C/c2ccccc2)oc1NCCCN1CCOCC1 | 13% | 19% | 6% | -2% | 0.8% | 1.1% | ? | -0.4% | -0.5 | 51
